Screening results as filed in PubChem BioAssay.
Mdm2-MdmX inh: disrupts the human Mdm2-MdmX interaction | O15151+Q00987 | SaOS-2 split-luciferase Mdm2/MdmX complementation, luminescence | inhibition, % at 8 µM | actives 3% (n = 330,000) | AID 485346;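 active = inhibition of at least 50% at 8 µM in the primary screen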
tim23-1 inh: inhibits growth of tim23-1 mutant yeast; inhibition, % at 20 µM; S. cerevisiae tim23-1 growth, BacTiter-Glo luminescence, 24 h; actives 1.3% (n = 330,000);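 active = growth inhibition of the mutant yeast at or above 50%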;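 also: temperature-sensitive mutant grown at 25 °C; plate controls were DMSO-treated mutant yeast for no effect and medium wells lacking yeast for full effect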
EBI2 block: antagonists of human EBI2 receptor; actives 0.81% (n = 360,000); P32249; EBI2 beta-arrestin recruitment, luminescence, 7a,25-OHC stimulated; inhibition, % at 5 µM; in the data active = inhibition above about 38%;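 also: enzyme fragment complementation signal reports receptor beta-arrestin coupling in cells; 0% = agonist plus DMSO wells and 100% = wells without agonist; some results beyond the cut were filed as inactive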
Target sequence (P32249 whole entry, looked up, the tested form may be a part): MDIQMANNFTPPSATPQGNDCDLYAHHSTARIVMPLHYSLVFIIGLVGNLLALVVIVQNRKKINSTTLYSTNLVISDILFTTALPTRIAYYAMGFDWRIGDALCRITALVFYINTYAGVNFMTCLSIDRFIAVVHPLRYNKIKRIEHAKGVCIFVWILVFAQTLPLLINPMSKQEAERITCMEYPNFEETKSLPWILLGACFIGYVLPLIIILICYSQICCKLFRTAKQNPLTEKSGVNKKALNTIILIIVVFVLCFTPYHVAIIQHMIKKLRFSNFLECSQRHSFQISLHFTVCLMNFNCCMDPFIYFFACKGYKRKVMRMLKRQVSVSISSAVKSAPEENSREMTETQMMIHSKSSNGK
CHOP UPR activ: apoptotic UPR (CHOP) activation; activation, % at 10 µM; actives 0.34% (n = 330,000); CHO-CHOP luciferase reporter, luminescence; percent of tunicamycin response over DMSO baseline; AID 449763;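 active = at 10 µM dose, activation of 40% or more, normalized to positive control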;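 also: 100% = tunicamycin at 10 µg/mL and 0% = DMSO alone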
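Dosing – one dose, 10 µM in 0.5% DMSO · System – CHO-CHOP cells, stable luciferase reporter of PERK-eIF2a-CHOP signalling · Input – 500 cells/well · Control set – tunicamycin 10 µg/mL final as positive, DMSO-only wells as negative · Timing – 6 h compound treatment, 37 °C · Measure – % activation vs tunicamycin · Technique – luminescence read with Steady-Glo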
CXCR6 inh: inhibitors of human CXCR6 receptor; AID 602244; CHO-K1 PathHunter CXCR6 beta-arrestin, luminescence; actives 0.36% (n = 360,000); O00574; inhibition, % at 20 µM; in the data active = inhibition above about 34%, passing the limit was not always enough;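 also: antagonist mode with CXCL16 agonist at 10 nM final; 0% = 10 nM CXCL16 with DMSO and 100% = unstimulated wells without agonist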
Target sequence (O00574 whole entry, looked up): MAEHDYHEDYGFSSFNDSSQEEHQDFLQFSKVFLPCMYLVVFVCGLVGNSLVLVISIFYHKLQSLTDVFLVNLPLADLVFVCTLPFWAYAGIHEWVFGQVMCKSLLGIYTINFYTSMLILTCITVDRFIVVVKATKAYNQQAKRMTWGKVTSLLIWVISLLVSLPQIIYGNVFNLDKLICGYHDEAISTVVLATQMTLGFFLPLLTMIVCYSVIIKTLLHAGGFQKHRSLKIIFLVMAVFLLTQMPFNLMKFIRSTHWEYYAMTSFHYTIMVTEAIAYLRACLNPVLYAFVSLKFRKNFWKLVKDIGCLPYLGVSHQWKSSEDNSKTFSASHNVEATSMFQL
APJ ag: agonists of human APJ apelin receptor; activation, % at 20 µM; actives 0.11% (n = 330,000); CHO-K1 APJ PathHunter beta-arrestin, luminescence; 0% DMSO wells, 100% apelin; P35414;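 active = activation more than six SD over the plate average, tested at 20 µM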;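 also: 0% = DMSO alone and 100% = apelin-13 at 10 nM; some results filed as inactive read as strong as hits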
Target sequence (P35414 whole entry, looked up): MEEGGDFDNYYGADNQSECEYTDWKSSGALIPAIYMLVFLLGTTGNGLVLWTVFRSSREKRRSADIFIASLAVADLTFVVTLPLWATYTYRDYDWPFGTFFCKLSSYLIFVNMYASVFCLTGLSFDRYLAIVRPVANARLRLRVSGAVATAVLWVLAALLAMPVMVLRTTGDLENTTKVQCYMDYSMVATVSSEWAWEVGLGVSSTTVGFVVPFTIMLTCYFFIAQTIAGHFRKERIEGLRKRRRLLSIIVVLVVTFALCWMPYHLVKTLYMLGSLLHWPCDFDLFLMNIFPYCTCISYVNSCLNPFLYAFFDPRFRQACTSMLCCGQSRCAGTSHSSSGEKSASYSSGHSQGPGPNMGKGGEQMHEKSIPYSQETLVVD
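Test system: CHO-K1 APJ beta-arrestin complementation cell line. Amount: cell density 1000 per well. Controls: DMSO negative, 10 nM Apelin-13 positive. Signal: luminescent beta-gal fragment complementation, chemiluminescent substrate. Read-out basis: agonist-driven arrestin binding to APJ. Timing: compound stimulation 90 min at 25 °C, detection 60 min.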
APJ antag: APJ receptor antagonism. AID 2521. inhibition, % at 20 µM. CHO-K1 APJ beta-arrestin complementation, luminescence. P35414. actives 0.32% (n = 330,000);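 active = inhibition above about 40% at 20 µM, limit read from the data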;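 also: cells challenged with 10 nM apelin-13 agonist together with compound; plate controls were apelin-13 plus DMSO wells for no effect and DMSO wells lacking apelin-13 for full effect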
XBP1 UPR activ: activators of adaptive arm of unfolded protein response (XBP1); CHO-XBP1 luciferase reporter, IRE1-XBP1 UPR activation, luminescence; percent of tunicamycin response, DMSO as zero; activation, % at 20 µM; actives 0.33% (n = 330,000); AID 463104;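 active = versus positive control, 20 µM dose yields 30% or more activation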;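 also: 100% = tunicamycin at 10 µg/mL and 0% = DMSO only wells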
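Material – CHO cell line with stable XBP1 luciferase reporter · Buffer or medium – F12 plus 10% FBS · Compound – single point, 20 µM final compound, 1% DMSO · Schedule – 16-18 h cell attachment at 37 °C, then 6 h compound exposure · Signal – Steady-Glo luminescence read · Benchmarks – high control tunicamycin 10 µg/mL final, low control DMSO vehicle only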
CCR6 antagonist: blocks CCL20-driven beta-arrestin recruitment at human CCR6. actives 0.49% (n = 340,000). inhibition, % at 20 µM. P51684. CHO-K1 CCR6 PathHunter beta-arrestin, luminescence, CCL20-stimulated;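 active = compounds whose inhibition of the agonist-driven luminescence signal at 20 µM reaches about 50%, limit read from the data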;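 also: cells stimulated with CCL20 at 14 nM final; plate controls were DMSO with CCL20 for no effect and DMSO without agonist for full effect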
* marks the source's active call; other numbers are inactive results.

Every second line gives: Mdm2-MdmX inh | tim23-1 inh | EBI2 block | CHOP UPR activ | CXCR6 inh | APJ ag | APJ antag | XBP1 UPR activ | CCR6 antagonist
(1) CC(=O)c1ccc(N2CCN(Cc3nc4ccccc4[nH]3)CC2)cc1
  -3 | 2 | -8 | 2.5 | 4 | -3 | 24 | -8 | 3
(2) NNC(=O)c1cccc(Cn2cc(Br)c([N+](=O)[O-])n2)c1
  23 | 10 | -4 | 0.0 | -6 | 4 | -7 | -2 | -8
(3) O=S(=O)(NCC(c1cccnc1)N1CCN(Cc2ccccc2)CC1)c1cc(F)ccc1F (stereo not given)
  25 | -61 | 3 | 0.6 | -6 | -1 | -15 | 0 | 2
(4) CCOC(=O)CC(NC(C)=O)c1ccc([N+](=O)[O-])cc1 (stereo not given)
  10 | -5 | -3 | 0.8 | 11 | -2 | 3 | 0 | 10
(5) Cc1ccc(NNC(=O)c2cccs2)cc1Cl
  26 | 16 | 23 | 3.5 | 17 | -16 | 40 | 2 | 24
(6) NNC(=O)c1ccc(CSc2nc3ccccc3s2)cc1
  -22 | 49 | 4 | 2.7 | -28 | 0 | -22 | 8 | -15
(7) CCCCCc1c(C)nc(Nc2nc(C)c3cc(OC)ccc3n2)[nH]c1=O
  25 | 9 | 1 | 1.3 | 2 | -6 | 7 | 18 | 14
(8) O=C(Cc1ccccc1Cl)N1CCN(c2ncccn2)CC1
  5 | 16 | 5 | -0.5 | -2 | 0 | 7 | -2 | 12
(9) CC(=O)Nc1ccc(NC(=O)C(Cc2ccccc2)NC(=O)C2CCCCC2)cc1 (stereo not given)
  -34 | 5 | -4 | 0.2 | -9 | 2 | -28 | -1 | 4
(10) Cc1c(Cl)cccc1NC(=O)Cn1cc(C(F)(F)F)cc(Cl)c1=O
  1 | 1 | 1 | 2.4 | 0 | -4 | 4 | -3 | 4
(11) Cn1c(Cc2cccs2)nnc1SCC(=O)Nc1ccccc1
  4 | 11 | -5 | 1.3 | 1 | 4 | -13 | -2 | 0
(12) CCCc1cc(Nc2ccccc2C)n2ncnc2n1
  16 | 16 | 1 | 0.1 | -12 | 0 | 16 | 4 | 4
(13) CCC(C)N(C)Cc1cccc(C2(O)CCN(S(=O)(=O)c3ccc(F)cc3)CC2)c1 (stereo not given)
  -18 | -2 | 1 | 1.2 | -3 | -5 | 13 | 1 | -2
(14) Cc1cccc(C)c1NC(=O)CSc1nc2ccccc2c(=O)[nH]1
  14 | -9 | -2 | 4.4 | -6 | -3 | 19 | -2 | -7
(15) CC(C)(C)SCCNC(=O)/C=C/c1ccc(F)cc1
  -16 | 17 | 26 | 2.9 | 0 | 1 | 2 | 1 | -22
(16) C/C(=N\NC(=O)Cc1ccccc1[N+](=O)[O-])c1cccnc1
  16 | 1 | 1 | 0.6 | -2 | -2 | -3 | -7 | 3
(17) O=C(NCC1CCCO1)c1cccc(NC(=O)c2ccco2)c1 (stereo not given)
  10 | -16 | -6 | 0.4 | -8 | -3 | -22 | -1 | -16
(18) Clc1cccc(CNCCCSc2ncccn2)c1Cl
  8 | -24 | 10 | -0.4 | 0 | -3 | 22 | -6 | 8
(19) COc1ccc(-c2cc(C(=O)NCC3CCCO3)c3ccccc3n2)c(OC)c1 (stereo not given)
  3 | 6 | -1 | 0.8 | 8 | -1 | 1 | -3 | 17
(20) CC(=O)CC(c1ccccc1)S(=O)(=O)c1ccc([N+](=O)[O-])cc1 (stereo not given)
  11 | 2 | 4 | -0.2 | -8 | -3 | 28 | -1 | 2
(21) COc1ccc(CCn2c(-c3ccc(C(C)(C)C)cc3)n[nH]c2=S)cc1OC
  10 | 19 | 8 | 1.9 | -7 | -4 | 0 | 0 | -2
(22) CCn1c(C(O)c2cc(OC)c(OC)c(OC)c2)nc2ccccc21 (stereo not given)
  8 | -2 | -2 | -0.6 | 5 | 3 | 2 | -5 | 4
(23) CC(=O)Nc1ccccc1-c1nc2ccc(C(=O)N3CCN(c4cccc(C)c4)C(C)C3)cc2[nH]c1=O (stereo not given)
  20 | 13 | -5 | -1.6 | 1 | 1 | -48 | -1 | -3
(24) CC1=NN(C(=O)COc2ccccc2)C(O)(c2ccccc2)C1 (stereo not given)
  20 | 3 | -7 | -0.9 | 5 | -4 | 7 | -3 | 8
(25) O=C(CCCN1C(=O)/C(=C/c2ccccc2Cl)SC1=S)NNC(=O)c1ccncc1
  1 | 9 | 7 | -3.3 | 4 | 2 | 10 | -7 | 10
(26) CC(=S)/C=C1\Sc2ccccc2N1C
  -5 | 26 | 9 | -1.3 | 5 | 2 | 6 | -3 | 3
(27) O=C(Nc1ccc(Cl)cn1)c1cc2ccccc2o1
  -212 | 25 | 10 | 2.5 | -5 | -4 | -2 | -2 | 2
(28) Cc1cc(C(=O)Nc2ccc(S(=O)(=O)Nc3nccs3)cc2)c(C)o1
  -3 | 7 | 10 | -1.5 | 5 | -4 | 3 | 0 | -4
(29) CCOC(=O)CNC(c1ccccc1)c1cc(Br)ccc1NC(C)=O (stereo not given)
  7 | 22 | 20 | -0.7 | 7 | -5 | 14 | 0 | 23
(30) COC(=O)c1ccc(C)c(NC(=O)COC(=O)C2CC3CCCC(C2)C3=O)c1 (stereo not given)
  -8 | 18 | -8 | -1.1 | 3 | 7 | -39 | -1 | 3

An excerpt from above in order of molar mass, low to high:
Every second line gives: Mdm2-MdmX inh | tim23-1 inh | EBI2 block | CHOP UPR activ | CXCR6 inh | APJ ag | APJ antag | XBP1 UPR activ | CCR6 antagonist
(27) O=C(Nc1ccc(Cl)cn1)c1cc2ccccc2o1
  -212 | 25 | 10 | 2.5 | -5 | -4 | -2 | -2 | 2
(4) CCOC(=O)CC(NC(C)=O)c1ccc([N+](=O)[O-])cc1 (stereo not given)
  10 | -5 | -3 | 0.8 | 11 | -2 | 3 | 0 | 10
(15) CC(C)(C)SCCNC(=O)/C=C/c1ccc(F)cc1
  -16 | 17 | 26 | 2.9 | 0 | 1 | 2 | 1 | -22
(24) CC1=NN(C(=O)COc2ccccc2)C(O)(c2ccccc2)C1 (stereo not given)
  20 | 3 | -7 | -0.9 | 5 | -4 | 7 | -3 | 8
(2) NNC(=O)c1cccc(Cn2cc(Br)c([N+](=O)[O-])n2)c1
  23 | 10 | -4 | 0.0 | -6 | 4 | -7 | -2 | -8
(10) Cc1c(Cl)cccc1NC(=O)Cn1cc(C(F)(F)F)cc(Cl)c1=O
  1 | 1 | 1 | 2.4 | 0 | -4 | 4 | -3 | 4
(9) CC(=O)Nc1ccc(NC(=O)C(Cc2ccccc2)NC(=O)C2CCCCC2)cc1 (stereo not given)
  -34 | 5 | -4 | 0.2 | -9 | 2 | -28 | -1 | 4
(13) CCC(C)N(C)Cc1cccc(C2(O)CCN(S(=O)(=O)c3ccc(F)cc3)CC2)c1 (stereo not given)
  -18 | -2 | 1 | 1.2 | -3 | -5 | 13 | 1 | -2
(3) O=S(=O)(NCC(c1cccnc1)N1CCN(Cc2ccccc2)CC1)c1cc(F)ccc1F (stereo not given)
  25 | -61 | 3 | 0.6 | -6 | -1 | -15 | 0 | 2

Other entries:
Every second line gives: Mdm2-MdmX inh | tim23-1 inh | EBI2 block | CHOP UPR activ | CXCR6 inh | APJ ag | APJ antag | XBP1 UPR activ | CCR6 antagonist
(31) CC(=O)NCCn1c(C)cc2ccccc21
  7 | 3 | -6 | 2.3 | -3 | 1 | 7 | -3 | 7
(32) O=C(c1cccs1)N1CCCC(c2nc3c(nnn3Cc3ccccc3)c(=O)[nH]2)C1 (stereo not given)
  31 | 18 | 2 | -2.8 | 3 | -3 | -17 | 1 | 9
(33) S=C(NC1CCCCC1)N1CCn2cccc2C1c1ccncc1 (stereo not given)
  22 | 4 | 6 | -1.7 | -3 | -2 | -22 | -2 | 6
(34) COc1ccc(-c2cc(C)no2)cc1S(=O)(=O)N1CCCCC1
  7 | 19 | -8 | -0.9 | -3 | 4 | -28 | -6 | 11
(35) COc1ccc(NC(=O)CN(c2ccc(OC)cc2)S(=O)(=O)c2c(C)nn(C)c2C)cc1
  -22 | 5 | -5 | 0.8 | -2 | 1 | 2 | -2 | 9
(36) CCCCNC(=O)NCC(=O)Nc1ccc(F)c(F)c1
  4 | 1 | -12 | -1.1 | -1 | -5 | -2 | -3 | 5
(37) COC(=O)c1c(NC(=O)c2ccn(C)n2)sc2c1CCC2
  3 | -3 | 1 | 1.8 | -3 | -2 | 8 | 1 | -3
(38) Cc1nc2ccccc2c(C)c1CC(=O)OC(C)C(=O)NC1(C#N)CCCCC1 (stereo not given)
  9 | 2 | 9 | 0.3 | -2 | -1 | 14 | -1 | 2
(39) COC(=O)[C@@H](Cc1c[nH]c2ccccc12)NC(=O)c1ccc2c(c1)OCO2
  21 | 13 | 2 | 0.3 | -6 | -5 | -14 | 1 | 0
(40) CNc1oc(C)nc1S(=O)(=O)c1ccccc1
  2 | 14 | 1 | -2.2 | -2 | 3 | -2 | -2 | 4
(41) Cc1cc(OCC(O)CN2CCCC2)ccc1C(C)C (stereo not given)
  10 | 4 | -11 | 0.1 | 1 | -1 | 10 | -1 | -2
(42) CCn1c(CSCc2c(Cl)cccc2Cl)n[nH]c1=S
  8 | 23 | -10 | -1.6 | -9 | -5 | 13 | 5 | 14
(43) C=C(C)COc1ccc(-c2nc(N)ncc2-c2ccc(Br)cc2)c(O)c1
  19 | 23 | 19 | 1.3 | -1 | -1 | 9 | -2 | 8
(44) COc1ccc(-n2nc3c(c2NC(=O)Cc2cccc(C)c2)CS(=O)C3)cc1 (stereo not given)
  12 | 13 | -2 | 0.5 | -3 | -1 | 16 | -1 | -10
(45) O=C(Cn1ncc2c3ccccc3n(Cc3cccc(Cl)c3)c2c1=O)NCc1ccccn1
  19 | 20 | 7 | -1.0 | 2 | -5 | 8 | -2 | 9
(46) CC(=O)NC(Cc1c[nH]c2ccccc12)C(=O)OCC(=O)Nc1cc(C)on1 (stereo not given)
  1 | 8 | -7 | -0.2 | -1 | 6 | 6 | -2 | -14
(47) Clc1ccccc1/C=C/c1nc(-c2cccnc2)no1
  -161 | 19 | 10 | -0.1 | 16 | -2 | -17 | 2 | 5
(48) Nc1ccc(Nc2nc(-c3ccncc3)cs2)cc1
  -9 | -17 | 6 | 2.8 | -14 | 14 | -25 | 0 | -6
(49) COc1cccc(N2CCN(C(=O)Nc3ccccc3Cl)CC2)c1
  13 | 17 | 12 | 1.2 | -6 | 3 | 14 | -1 | 10
(50) COc1cc(-c2cn[nH]c2N)cc(OC)c1OC
  -6 | -6 | -18 | 0.7 | -3 | 0 | -22 | 2 | -10
(51) COc1ccc(NS(=O)(=O)c2ccc3oc(=S)[nH]c3c2)cc1
  5 | 7 | -12 | -0.1 | -5 | -4 | 8 | -2 | -6

This is a subset; count on the stated rates, not on these rows.
